DT40 TDP1 no CPT = qHTS for Inhibitors of human tyrosyl-DNA phosphodiesterase 1 (TDP1): qHTS in cells in absence of CPT; DT40 Tdp1-/- hTDP1 cells, no CPT, ATP luminescence, 48 h; Potency, µM (top dose mostly 46.2 µM), without a hit: at the highest dose activity change, negative = growth inhibition, usual class: inhibitors; 420,000 tested, 15% active; AID 686978, 2013; also: nearly all actives have a fitted effect of over 55% in size
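A cellular qHTS used chicken DT40 cells lacking endogenous Tdp1 but carrying stably transfected human TDP1. Compounds were applied without camptothecin, and cell growth kinetics were judged by ATP-dependent luminescence after ≥48 hr.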
DT40 TDP1 CPT = growth inhibition of DT40 Tdp1-/-;hTDP1 cells with camptothecin (screen for TDP1 inhibitors); chicken DT40 Tdp1-/-;hTDP1 cells + 20 nM CPT, ATP luminescence, 48 h; Potency, µM (highest dose often 46.2 µM), for inactives: at the top dose activity change, negative = growth inhibition, actives largely listed as inhibitors; 420,000 tested, 12% active; AID 686979; also: nearly all actives have a fitted effect of over 55% in size
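Chicken DT40 Tdp1-/- cells stably complemented with human TDP1 were seeded at 400 cells/well in medium containing 20 nM camptothecin, exposed to pin-transferred compounds, and grown at 37 °C for at least 48 hr. Viability was read as ATP luminescence.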
TDP1 inh = TDP1 (human) enzyme inhibition; Q9NUW8; recombinant TDP1, AlphaScreen DNA substrate cleavage; Potency, µM (highest dose often 130 µM), without a hit: top-dose activity change, negative = inhibition, hits mostly inhibitors; 350,000 tested, 0.28% active; AID 485290; also: nearly all actives have a fitted effect of over 40% in size
Target sequence (Q9NUW8 whole entry, looked up): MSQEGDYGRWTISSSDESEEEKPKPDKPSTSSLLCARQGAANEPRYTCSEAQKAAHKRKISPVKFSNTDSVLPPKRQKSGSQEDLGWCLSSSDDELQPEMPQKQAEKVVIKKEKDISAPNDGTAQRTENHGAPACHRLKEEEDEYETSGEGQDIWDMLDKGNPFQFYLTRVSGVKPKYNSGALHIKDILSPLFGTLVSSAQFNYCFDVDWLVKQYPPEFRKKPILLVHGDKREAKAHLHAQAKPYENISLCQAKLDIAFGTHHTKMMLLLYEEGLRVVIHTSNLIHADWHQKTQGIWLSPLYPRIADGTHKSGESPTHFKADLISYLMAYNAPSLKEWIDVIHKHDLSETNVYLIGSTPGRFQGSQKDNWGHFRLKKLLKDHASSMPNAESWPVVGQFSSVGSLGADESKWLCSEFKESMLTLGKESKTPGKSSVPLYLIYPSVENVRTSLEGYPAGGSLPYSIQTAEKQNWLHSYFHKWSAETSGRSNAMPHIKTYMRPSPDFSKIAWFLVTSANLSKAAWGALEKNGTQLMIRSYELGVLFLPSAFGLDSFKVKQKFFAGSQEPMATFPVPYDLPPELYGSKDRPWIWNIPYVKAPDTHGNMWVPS
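Signal: AlphaScreen proximity between streptavidin donor and anti-FITC acceptor beads on intact substrate. Reaction: Tdp1 1 nM, substrate 15 nM final, 5 min RT after 15 min compound preincubation.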
* marks the source's active call; other numbers are inactive results; ? = inconclusive; . = not tested or not shown; [ ] = another dose, or the depositor's remark. Calls follow the shape of the dose curve; as a rule, active = well fitted curve in the direction sought with a large enough effect; inconclusive = small, poorly fitted or top-dose-only effect, or another doubt; inactive = no such curve, though single readings can be large; an effect the other way counts as inactive or inconclusive. % is scaled to controls: 0 for no effect and ±100 for the full control effect; potency is read from the fitted curve at half-maximal effect.

1. CC1(c2ccc(OC(F)F)cc2)NC(=O)N(CC(=O)N2CCN(C(=O)c3ccco3)CC2)C1=O (stereo not drawn)
2. CC(=O)NNC(=O)c1ccncc1
3. COc1ccc(/C=C/C(=O)Nc2cccc(S(=O)(=O)NC3=NCCCCC3)c2)c(OC)c1
4. CCCc1cc(C(=O)N2CCCC(CO)(CCCc3ccccc3)C2)n(C)n1 (stereo not drawn)
5. CCOC(=O)N1CCc2c(sc(NCc3sccc3C)c2C(=O)Nc2cc(OC)ccc2OC)C1
6. COc1ccc2c(c1)C=C/C2=C\c1ccc(N(C)C)cc1
assay / entry	1	2	3	4	5	6
DT40 TDP1 no CPT	3.4%	-1.0%	11.6µM*	?	-22.7%	?
DT40 TDP1 CPT	-0.8%	-7.6%	16.4µM*	?	-3.6%	-70.3%
TDP1 inh	0.6%	3.2%	0.7%	2.6%	10.4%	.

Arranged by number of heavy atoms (high to low): some entries from above
5. CCOC(=O)N1CCc2c(sc(NCc3sccc3C)c2C(=O)Nc2cc(OC)ccc2OC)C1
1. CC1(c2ccc(OC(F)F)cc2)NC(=O)N(CC(=O)N2CCN(C(=O)c3ccco3)CC2)C1=O (stereo not drawn)
3. COc1ccc(/C=C/C(=O)Nc2cccc(S(=O)(=O)NC3=NCCCCC3)c2)c(OC)c1
4. CCCc1cc(C(=O)N2CCCC(CO)(CCCc3ccccc3)C2)n(C)n1 (stereo not drawn)
6. COc1ccc2c(c1)C=C/C2=C\c1ccc(N(C)C)cc1
2. CC(=O)NNC(=O)c1ccncc1
assay / entry	5	1	3	4	6	2
DT40 TDP1 no CPT	-22.7%	3.4%	11.6µM*	?	?	-1.0%
DT40 TDP1 CPT	-3.6%	-0.8%	16.4µM*	?	-70.3%	-7.6%
TDP1 inh	10.4%	0.6%	0.7%	2.6%	.	3.2%

Following part
7. Cc1ccc(OCCC(=O)OCC(=O)Nc2ccc3c(c2)OCO3)cc1
8. Cc1onc(-c2c(Cl)cccc2Cl)c1C(=O)NNC(=O)c1c(-c2c(Cl)cccc2Cl)noc1C
9. Cc1ccc(NC(=O)C2CCCN2C(=O)OCc2ccccc2)cc1F (stereo not drawn)
10. CSc1nsc(SC)c1C(=O)N1CCN(S(=O)(=O)c2ccc(C)cc2)C1C (stereo not drawn)
11. CCOCCc1nnc(NC(=O)c2cccs2)s1
12. CCOC(=O)N(C)C[C@@H]1OCc2cnnn2CCCC(=O)N([C@@H](C)CO)C[C@@H]1C
assay / entry	7	8	9	10	11	12
DT40 TDP1 no CPT	-13.0%	?	?	23.1µM*	-16.7%	-10.9%
DT40 TDP1 CPT	2.1%	?	?	?	-25.8%	1.5%
TDP1 inh	-3.0%	5.7%	-2.4%	4.4%	2.2%	.

13. CCCCC[C@H](C)N1C[C@H](COCc2ccccc2)Oc2cc(N3CCC[C@H]3COC)ccc2S1(=O)=O
14. CC1(S(=O)(=O)O)CC(=O)c2ccccc2C1=O (stereo not drawn)
15. O=[N+]([O-])c1ccc(N/N=C\c2cccn2-c2ccccc2)nc1
16. Cc1ccc(N(C(C)C(=O)N2CCN(Cc3ccccc3)CC2)S(C)(=O)=O)cc1 (stereo not drawn)
17. Cc1cccc(NC(=O)CSc2nnc(CNC(=O)c3ccc(S(=O)(=O)N(C)C)cc3)n2-c2ccc(F)cc2)c1
18. CC(C)c1onc(C(=O)N2CCCCC2)c1[N+](=O)[O-]
assay / entry	13	14	15	16	17	18
DT40 TDP1 no CPT	18.4µM*	5.17µM*	?	?	-8.7%	?
DT40 TDP1 CPT	?	7.31µM*	11.6µM*	?	-38.4%	-18.8%
TDP1 inh	.	.	13.1%	.	3.0%	0.0%

19. CCOc1ccc(S(=O)(=O)NCCC(=O)N2CCN(c3ccccc3O)CC2)cc1
20. CCn1cc(C2=NC(C(C)C)CO2)c2ccccc21 (stereo not drawn)
21. O=C(COC(=O)c1cccc(O)c1)Nc1ccc(S(=O)(=O)N2CCOCC2)cc1
22. Cc1noc(C(=O)N2CCN(Cc3ccc4c(c3)OCO4)CC2)c1Cl
23. Cc1cccc(C)c1OCc1nnc(NC(=O)CSc2ccc(Cl)cc2)s1
24. c1coc(-c2ccnc(-c3ccncc3)n2)c1
assay / entry	19	20	21	22	23	24
DT40 TDP1 no CPT	-11.2%	-25.2%	10.2%	?	?	2.2%
DT40 TDP1 CPT	-23.7%	-20.1%	-4.5%	0.3%	?	-3.5%
TDP1 inh	.	4.3%	-0.3%	.	4.5%	5.5%

25. COc1ccc(C(=O)NCC(=O)N2CCN(c3ccc(Cl)cc3)CC2)cc1
26. COc1cc(CN2CCC3(CCC(CNC(=O)c4ccccc4)O3)CC2)cc(OC)c1 (stereo not drawn)
27. Cc1nc(C)c(C(=O)OC(C)C(=O)Nc2ccc(F)cc2)s1 (stereo not drawn)
28. COc1ccc(CCNC(=O)c2ccc(N(C)S(=O)(=O)c3ccc(C)cc3)cc2)cc1OC
29. O=C(NCCCN1CCOCC1)c1cc(S(=O)(=O)N2CCN(c3ccccc3)CC2)ccc1Cl
30. Cc1ccccc1CNC(=O)c1sc2ncnc(N(C)C3CCCCC3)c2c1C
assay / entry	25	26	27	28	29	30
DT40 TDP1 no CPT	?	?	?	20.6µM*	?	20.6µM*
DT40 TDP1 CPT	-15.3%	10.3µM*	?	20.6µM*	5.8%	?
TDP1 inh	.	.	-2.8%[56.1 µM]	2.4%	-3.4%	-2.5%

31. COc1ccc(NC(=O)C2Cc3c(-c4cccc(F)c4)ccnc3O2)cc1OC (stereo not drawn)
32. COc1ccc(OC)c(CN2CCN(C(=O)CNC(=O)c3cc(C)cc(C)c3)CC2)c1
33. COc1cc(OC)c(C(=O)NNC(=O)CN(C)S(=O)(=O)c2ccc(Cl)cc2)cc1OC
34. CCC(C)[C@@H](CN(N=O)[C@@H](Cc1ccccc1)CN(C)N=O)N(CCc1ccccc1)N=O (stereo partly drawn)
35. CCN(c1ccccc1)S(=O)(=O)c1ccc(Cl)c(NC(=O)c2ccc(=O)[nH]n2)c1
36. COc1cccc(NS(=O)(=O)c2ccc3c(c2)N(C(C)=O)CCS3)c1
assay / entry	31	32	33	34	35	36
DT40 TDP1 no CPT	4.61µM*	-16.9%	-7.5%	20.6µM*	-14.5%	?
DT40 TDP1 CPT	7.31µM*	-27.7%	-15.8%	16.4µM*	-2.3%	?
TDP1 inh	.	5.5%	0.8%[0.505 µM]	1.3%	-5.7%	2.7%

37. COc1ccc(C(=O)N/N=C/c2ccc(N3CCOCC3)o2)cc1OC
38. N[C@@H](C(=O)O)[C@@H](CC(=O)O)c1ccc(Cl)cc1
39. Cc1cc(C)cc(NC(=O)C(Cc2ccccc2)NS(=O)(=O)c2ccc3c(c2)c(=O)n(C)c(=O)n3C)c1 (stereo not drawn)
40. O=C(CSc1ccc(Cl)cc1)NC(=O)NC1CCCC1
41. COc1ccc(NC(=O)COC(=O)C2=COCCO2)cc1OC
42. CCCCNC(=O)/C(C#N)=C/c1ccc(-c2ccc(S(=O)(=O)N3CCOCC3)cc2)o1
assay / entry	37	38	39	40	41	42
DT40 TDP1 no CPT	-21.6%	-24.1%	?	-17.8%	2.7%	10.3µM*
DT40 TDP1 CPT	?	6.8%	?	-17.3%	-4.6%	7.31µM*
TDP1 inh	6.2%	-3.7%	6.9%	-5.3%	2.5%	2.7%

43. NC(=O)c1ccsc1NC(=O)COC(=O)c1ccccc1F
44. Cn1cccc1C(=O)N1CCC[C@@]2(CCN(Cc3ccccc3)C2)C1
45. CCN(CC)c1ccc(NC(=O)c2sc3nc(-c4ccccc4)cn3c2C)cc1
46. Cc1cccc(C)c1NC(=O)CN(C)CC(=O)Nc1cc(Cl)ccc1C#N
47. CN(C)c1ccc(/C=N\Nc2nc(-c3ccccc3)cc(=O)[nH]2)cc1
48. Cn1c(=O)c2c(nc(CN3CCC(C(N)=O)CC3)n2Cc2c(Cl)cccc2Cl)n(C)c1=O
assay / entry	43	44	45	46	47	48
DT40 TDP1 no CPT	-24.1%	-18.5%	5.17µM*	?	-21.5%	-28.7%
DT40 TDP1 CPT	-18.0%	-5.5%	3.66µM*	?	-26.6%	4.1%
TDP1 inh	0.7%	.	10.1%	9.4%	.	7.1%

49. OCCN(CCO)Cc1csc2ccccc12
50. CCOc1ccccc1/C=N\Nc1cnn(Cc2ccccc2)c(=O)c1Cl
51. COCCN(C(=O)CSc1cc(C)c2ccccc2n1)c1c(N)n(CC(C)C)c(=O)[nH]c1=O
52. Cc1cc(OCCCn2ccnc2)cc(C(C)C)c1
53. COc1ccc(C(C)NC(=S)NC2CCCCC2)cc1OC (stereo not drawn)
54. COc1cc(/C=N/NC(=O)NC2CCCCC2)ccc1O
assay / entry	49	50	51	52	53	54
DT40 TDP1 no CPT	-18.7%	?	-0.8%	-0.1%	-1.0%	-25.1%
DT40 TDP1 CPT	-19.0%	23.1µM*	-8.4%	0.3%	-15.6%	-9.9%
TDP1 inh	-3.5%	6.2%	-0.2%	3.7%	5.3%	.

55. COc1ccc(S(=O)(=O)N(C)C)cc1NC(=O)COc1ccc2c(c1)CCC2
56. CCOC(=O)c1cc2c(ccn2C)n1CC(=O)N(CC)CC
57. O=C(CSc1nc(-c2cccs2)nc2cc(=O)[nH]n12)Nc1cccc(C(F)(F)F)c1
58. COCCN(CCOC)S(=O)(=O)c1ccc(C(=O)NCCCN2CCOCC2)cc1
59. CCCN1C(=O)CC(c2ccc(OC)c(OC)c2)C1=O (stereo not drawn)
60. CC(C)(C)C(=O)C[n+]1ccccc1
assay / entry	55	56	57	58	59	60
DT40 TDP1 no CPT	?	15.2%	1.8%	-8.2%	3.0%	14.2%
DT40 TDP1 CPT	-22.5%	5.7%	7.6%	-12.2%	0.0%	0.6%
TDP1 inh	.	-10.3%	-7.9%	0.0%	.	4.3%

61. Cc1ccsc1/C=N/NC(=S)NCc1ccccc1
62. COc1cc(NC(=O)NCC2CCN(Cc3ccccc3F)CC2)cc(OC)c1
63. COc1ccc(C(C)=O)cc1CN(C)C
64. CCN(CC)S(=O)(=O)c1cc(NC(=O)COC(=O)c2c(C)noc2C)ccc1C
65. O=[N+]([O-])c1ccc2nonc2c1Nc1ccccc1
66. COc1ccc(C(=O)NCCn2nc(C)cc2C)cc1OC1CCN(C(C)=O)CC1
assay / entry	61	62	63	64	65	66
DT40 TDP1 no CPT	?	-2.5%	1.7%	-19.7%	-6.4%	-18.1%
DT40 TDP1 CPT	?	-46.1%	-3.8%	?	7.1%	-1.4%
TDP1 inh	7.5%	.	6.1%	-0.2%	5.4%	5.1%

67. COc1ccc(C(=O)COC(=O)CCCC(=O)NC2CCCCC2)cc1
68. Cc1cccc(NC(=O)Nc2ccccc2[N+](=O)[O-])n1
69. C/C(N)=C(/C#N)C(=O)COC(=O)c1ccc(C)c(S(=O)(=O)N2CCCCC2)c1
70. COc1ccc(C)cc1NC(=O)c1cc(S(=O)(=O)N2CCC(C)CC2)ccc1F
71. COc1ccc(C(CC(=O)c2ccccc2)C2CCCCC2=O)cc1 (stereo not drawn)
72. Cc1cc(C)n2nc(C(=O)N3CCCC(Nc4ccc(F)c(F)c4)C3)cc2n1 (stereo not drawn)
assay / entry	67	68	69	70	71	72
DT40 TDP1 no CPT	-19.8%	18.4%	-9.2%	20.6µM*	-28.7%	-16.4%
DT40 TDP1 CPT	-28.4%	-5.8%	-21.6%	16.4µM*	16.4µM*	-6.4%
TDP1 inh	3.8%	.	-1.9%	-2.6%	1.0%	2.7%

73. CC1(C(=O)NS(=O)(=O)c2ccccc2)CCN1C(=O)C1CCCCC1 (stereo not drawn)
74. COc1ccc(NC(=O)COC(=O)c2ccc(NS(=O)(=O)/C=C/c3ccccc3)cc2)cc1
75. Cc1cccc(NC(=O)c2ccc(C)c(S(=O)(=O)N3CCOCC3)c2)n1
76. O=C(c1cccnc1)N1CCN(S(=O)(=O)c2cccc(Cl)c2)CC1
assay / entry	73	74	75	76
DT40 TDP1 no CPT	-13.8%	-29.2%	-1.1%	-7.5%
DT40 TDP1 CPT	-11.8%	15.2%	4.6%	-19.2%
TDP1 inh	.	5.6%	.	3.6%

Screening data as filed in PubChem BioAssay.

This is a random part of the collection, and some 18% of all compounds hit somewhere here.
